Bioassay records: PubChem, several laboratories
Redox H2O2 prof = compounds producing H2O2 with reducing agent – biochemical, NIH compound library profiling, artefact control for MLSCN library redox annotation, primary screen; DTT-dependent redox cycling H2O2, phenol red/HRP absorbance; 100% = 100 µM peroxide control, 0% = buffer; activation, % at 10 µM; actives 0.03% (n = 200,000); AID 878;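 active = activation of at least 50% relative to the plate's high and low controls in the primary single-dose screen; inactive = activation below 50%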;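 also: compound incubated with DTT at 0.8 mM final as the reducing agent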
TR-FRET SRC-2 ct = TR-FRET artefact, counter-screen to PPARgamma/SRC-2 agonist assay; TR-FRET ratio at 8 µM; actives 0.4% (n = 200,000); AID 1049; stronger effect = higher value; in the data active = TR-FRET ratio above about 2000; also: inactives centre near 1500; reference of the scale not given here
PPARg SRC1 recr = agonists of human PPARgamma SRC-1 coactivator recruitment; P37231; activation, % at 8 µM; actives 0.41% (n = 200,000); PPARgamma-SRC-1 coactivator recruitment biochemical assay; AID 631; in the data active = activation above about 19%;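 also: 0% = DMSO and 100% = reference agonist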
Target sequence (P37231 whole entry, looked up): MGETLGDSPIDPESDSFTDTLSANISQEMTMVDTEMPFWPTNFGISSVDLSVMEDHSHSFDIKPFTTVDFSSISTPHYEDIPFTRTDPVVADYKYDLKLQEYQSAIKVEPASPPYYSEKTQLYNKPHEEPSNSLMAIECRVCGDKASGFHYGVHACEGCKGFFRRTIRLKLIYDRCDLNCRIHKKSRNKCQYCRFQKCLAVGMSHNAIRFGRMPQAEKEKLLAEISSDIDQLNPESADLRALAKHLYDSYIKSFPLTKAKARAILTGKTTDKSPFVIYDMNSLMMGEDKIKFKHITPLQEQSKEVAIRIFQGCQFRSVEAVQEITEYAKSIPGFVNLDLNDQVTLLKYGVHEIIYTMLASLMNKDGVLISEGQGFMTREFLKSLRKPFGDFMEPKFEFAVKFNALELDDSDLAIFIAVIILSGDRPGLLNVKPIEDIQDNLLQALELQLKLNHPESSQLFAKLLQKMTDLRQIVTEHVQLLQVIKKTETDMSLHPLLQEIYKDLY
PPARg SRC3 recr = agonists of human PPARgamma SRC-3 coactivator recruitment; activation, % at 8 µM; actives 0.26% (n = 200,000); biochemical PPARgamma/SRC-3 coactivator recruitment assay; in the data active = activation above about 23%;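 also: 0% = DMSO and 100% = reference agonist; some compounds past the cut are filed as inactive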
RAM network inh = yeast RAM network inhibition; S. cerevisiae dse1pr::URA3 reporter, 5-FOA growth OD615, 2 d; analog-sensitive cbk1-as2 kinase mutant strain; inhibition, % at 50 µM; actives 1.8% (n = 190,000); AID 868;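 active = inhibition above a set limit, 3 SD over mean compound inhibition, cut at about 8.4% in these data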;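 also: 0% = DMSO-only wells with no growth and 100% = 10 µM 1-NA-PP1 full growth; inhibition rescues growth on 5-FOA so higher OD means more RAM inhibition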
Lmaj promast = inhibitors of Leishmania major promastigote growth; inhibition, % at 10 µM; AID 1063; actives 9% (n = 200,000); Leishmania major promastigotes, resazurin fluorescence viability; in the data active = inhibition above about 50%;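 also: promastigotes grown with compound for 44 hours at 28 °C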
Efa HMGR inh = E. faecalis class II HMG-CoA reductase inhibition; purified E. faecalis HMGR, NADPH absorbance 340 nm kinetic; inhibition, % at 10 µM; actives 0.41% (n = 190,000);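 active = inhibition above a set limit, the median over all tested compounds plus 3 SD, cut at about 9.5% in these data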;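 also: enzyme runs in reverse so mevalonate oxidation gives rising NADPH absorbance; 0% = complete reaction with DMSO and 100% = background rate lacking mevalonate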
S1P3 antagonist = S1P3 (human) receptor antagonism | Q99500 | actives 0.27% (n = 170,000) | AID 485 | inhibition, % at 4.98 µM | CHO S1P3 NFAT-BLA reporter, FRET fluorescence, antagonist mode;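 active = inhibition above the plate cutoff, the mean inhibition of test wells on that plate plus 3 SD, cut at about 28% in these data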;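 also: cells challenged with S1P at its EC80 of 0.8 µM; blue over green emission ratio from cleaved BLA substrate after 4 h stimulation; 0% = S1P-stimulated wells and 100% = unstimulated DMSO-only wells; some compounds past the cut are filed as inactive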
Target sequence (Q99500 whole entry, looked up): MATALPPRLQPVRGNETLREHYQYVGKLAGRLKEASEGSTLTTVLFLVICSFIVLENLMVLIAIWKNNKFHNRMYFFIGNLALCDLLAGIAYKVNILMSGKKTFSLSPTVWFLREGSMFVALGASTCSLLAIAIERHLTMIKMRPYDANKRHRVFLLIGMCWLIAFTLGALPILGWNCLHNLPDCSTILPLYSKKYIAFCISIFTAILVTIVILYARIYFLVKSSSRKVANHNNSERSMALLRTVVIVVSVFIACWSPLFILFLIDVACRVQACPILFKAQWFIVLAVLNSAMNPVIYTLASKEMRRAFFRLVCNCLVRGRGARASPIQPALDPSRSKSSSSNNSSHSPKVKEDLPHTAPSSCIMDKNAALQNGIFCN
ROMK mod = modulators of human ROMK potassium channel; P48048; Tet-inducible ROMK, thallium flux fluorescence; actives lie on both sides; B-score at 10 µM; actives 2% (n = 130,000);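 active = signal ratio slope over the read window, or its plate-corrected B-score, at least 3 SD from the plate mean, either direction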;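 also: B-score of the F/F0 ratio slope over 7 to 12 s after thallium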
PPARg SRC2 recr = promotes SRC-2 coactivator recruitment by human PPARgamma | activation, % at 8 µM | PPARgamma LBD-SRC-2 recruitment, biochemical | AID 1032 | actives 0.34% (n = 200,000); in the data active = activation above about 22%;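 also: 0% = vehicle and 100% = reference agonist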
bIAP inhibitor = intestinal alkaline phosphatase (bovine) inhibition; purified bovine IAP, CDP-star luminescence, 30 min; inhibition, % at 20 µM; 190,000 tested, under 10 active; AID 1019;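 active = over 50% inhibition of intestinal alkaline phosphatase at 20 µM in the single-dose screen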
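Assay system – bovine IAP enzyme · Quantity – bovine IAP at 1/65,000,000 final dilution · Detection – CDP-star luminescence signal · Times – 30 min reaction at room temperature · Also added – CDP-star substrate at 30 µM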
The depositor's hits bear a star; x = not tested or not shown.

Below each compound: RAM network inh, Efa HMGR inh, PPARg SRC2 recr, TR-FRET SRC-2 ct, S1P3 antagonist, ROMK mod, Lmaj promast, PPARg SRC3 recr, Redox H2O2 prof, PPARg SRC1 recr, bIAP inhibitor
- CC(C)=CC(=O)OCC(=O)Nc1cccc([N+](=O)[O-])c1
 : 0.9, -6, -1, 1655, -1, 0.13, -6, -3, 0.3, 4, 27
- CCc1cc2ccccc2nc1Cl
 : 3.0, -9, 4, 1563, 6, -0.52, -5, 0, -1.4, 3, -12
- CCOC(=O)c1c(NC(=O)CC2Nc3ccccc3NC2=O)sc(C)c1C (centres undefined)
 : 3.2, -3, -5, 1654, 1, 0.82, 58*, 1, 0.5, 1, 18
- O=C(O)c1ccccc1CSC1=NCCS1
 : 0.4, -8, 0, 1451, -7, 0.26, -4, 3, -1.1, 1, -16
- Cc1nc(-c2cccc(NC(=O)c3cc4cc(Br)ccc4oc3=O)c2)cs1
 : 2.1, -7, 5, 1594, x, x, -6, -12, 3.1, -5, -3
- COC(=O)CC(c1ccc(F)cc1)n1c(C)ccc1C (centres undefined)
 : 0.6, 3, 8, 1800, -20, -1.1, 10, 4, -1.6, 3, 6
- O=C(O)CCCCCNS(=O)(=O)/C=C/c1ccccc1
 : 4.6, 1, 3, 1585, -3, x, -8, 2, -0.4, -1, 14
- Clc1ccc(N/N=C/c2cccnc2)cc1
 : -1.9, 2, 5, 1779, 20, x, 62*, 2, 0.5, 6, 20
- Cc1c(Nc2ccc3nonc3c2[N+](=O)[O-])c(=O)n(-c2ccccc2)n1C
 : 2.3, -13, 2, 1501, 2, -0.021, 5, 2, -2.1, 6, 44
- CC(C(=O)NCCC1=CCCCC1)c1ccc([N+](=O)[O-])cc1 (centres undefined)
 : 0.4, 1, 8, 1680, 10, -0.25, 2, 2, -2.3, 11, 12
- CCOc1ccccc1C(=O)NC1CC2CCCC(C1)N2Cc1ccccc1 (centres undefined)
 : 0.1, 5, -5, 1320, x, -1, 16, -1, 1.5, 7, 0
- CCOC(=O)C1(CCCc2ccccc2)CCN(Cc2nccn2CC)CC1
 : 0.9, -6, -5, 1485, 3, 0.67, 75*, -3, 0.5, 7, -11
- CCOC(=O)C(C)Oc1cccc2c(=O)n(CC(=O)N3CCN(C(=O)OCC)CC3)ccc12 (centres undefined)
 : 1.6, -1, 1, 1612, -3, x, -6, 4, 0.3, 0, -4
- Cc1cc(NC(=O)CCC(=O)N(CC(=O)NC2CCCC2)Cc2cccs2)no1
 : -0.1, -2, -3, 1402, -18, 0.15, -6, 3, -0.1, -1, -9
- CCN(CC)CC#CCOC(c1ccccc1)c1ccccc1
 : 1.8, -4, 5, 1492, -14, 0.074, 98*, 7, -0.5, -2, 7
- COc1ccc(CCNC(=O)CSCc2c(F)cccc2Cl)cc1OC
 : 1.1, -1, 11, 1496, -24, 0.26, 6, 1, -0.5, 6, 4
- CCN(C(=O)c1cc2cc(OC)ccc2oc1=O)c1ccccc1
 : 3.8, -4, 1, 1616, 8, x, -4, -1, -0.1, 0, 6
- COc1ccc(S(=O)(=O)Nc2ccccc2C(=O)NC(C)C)cc1OC
 : 1.6, -2, 5, 1605, -45, 0.96, -5, 7, -0.9, 9, 31
- COc1ccc(N2CCN(c3ccc(NC(=O)C4CCCCC4)cc3C#N)CC2)cc1
 : 4.3, 1, 6, 1451, -28, x, -4, 10, 4.7, 5, 4
- Cc1sc(=NC(=O)c2ccco2)n(C)c1-c1ccc(F)cc1
 : 1.3, -4, 1, 1714, x, x, 1, 2, -3.1, 10, 2
- COc1ccc(S(=O)(=O)N2CCOC2CNC(=O)C(=O)NCCCn2ccnc2)cc1OC (centres undefined)
 : 1.2, 4, 10, 1549, 5, 0.68, -4, 5, 0.5, 3, 20
- CCS(=O)(=O)N1CCCC(C(=O)NCCc2ccccc2)C1 (centres undefined)
 : -1.2, -1, 0, 1501, x, -0.14, -3, -6, 0.1, -1, 33
- Cc1cc(C)cc(NC(=O)CCCSc2nc3ccccc3[nH]2)c1
 : 1.5, -1, 4, 1526, -28, -0.69, 29, -2, 0.1, 3, 2
- COc1ccc(N(C)S(=O)(=O)c2cccc(C(=O)NC3CCC(C)CC3)c2)cc1 (centres undefined)
 : 5.2, -4, -7, 1528, -42, -0.12, 42, -2, -0.7, 0, 3
- O=C(Cn1cc[n+](Cc2ccccc2)c1)c1ccc([N+](=O)[O-])cc1
 : -0.4, -4, 5, 1789, -16, 0.02, -5, 4, 0.8, 8, 10
- COCCNC(=O)CC(c1ccccc1)c1ccccc1
 : -0.4, -5, 4, 1464, x, x, -2, 0, 0.8, 5, 10
- Cn1c(C(=O)OC(C(=O)NC2CCCC2)c2cccnc2)cc2sccc21 (centres undefined)
 : 6.1, -6, -1, 1391, 5, x, 98*, -9, 2.0, -6, 12
- CONC(=O)C1CCN(C(=O)OCc2ccccc2)CC1
 : -0.5, -1, 8, 1634, x, x, 0, 15, 0.7, -4, 7
- Cc1cc(C)n(-c2nc3nonc3nc2-n2nc(C)cc2C)n1
 : -0.7, -3, 6, 1476, 1, x, -9, 10, 3.5, -6, 10
- CCC(=O)Nc1ccc(-c2csc(C)n2)cc1
 : 3.0, 1, 8, 1738, 10, 0.022, -8, 6, -0.4, -2, 10
- Cc1ccc(C(=O)N2CCN(c3ccc([N+](=O)[O-])c(NCc4cccnc4)c3)CC2)cc1
 : -0.5, -2, 1, 1463, 17, -0.83, 57*, -1, -0.5, 4, 1
- COc1ccc(N(CC(=O)NCc2ccccc2OC)S(=O)(=O)c2c(C)nn(C)c2C)cc1
 : 0.1, -10, -4, 1531, -11, x, -5, 11, -0.2, 1, 4
- O=C(Cn1nnc(-c2ccccc2Cl)n1)NCc1ccc2c(c1)OCO2
 : 3.6, -7, -5, 1293, x, 0.2, -5, -9, 0.0, -8, 2
- Cc1cc(=O)n2nc(N3CCC(C(=O)N4CCN(C)CC4)CC3)sc2n1
 : 0.9, -3, 2, 1752, 19, x, -5, 0, -0.6, -4, 8
- O=C(O)CSc1nc2ccccc2o1
 : 2.4, 0, 4, 1619, 9, x, -10, -3, 1.9, 2, 2
- CNC(=O)c1c(NC(NC(=O)c2ccco2)C(=O)c2ccc(Cl)cc2)sc2c1CCCC2 (centres undefined)
 : 2.9, 1, 9, 1646, x, x, 2, 3, 0.1, 2, 8
- Cc1ccc(NC(=O)CCSc2nnc3ccccn23)cc1
 : -0.7, -5, 1, 1522, x, x, -5, 2, 2.5, 7, -3
- CC(=O)Nc1nc2ccccc2[nH]1
 : 0.9, 4, 9, 1676, -14, 0.77, -5, 2, -0.3, 9, -10
- N#CCC(=O)N/N=C/c1ccccc1Cl
 : 2.9, -1, 1, 1712, 5, 0.39, 3, 1, 0.2, 0, -9
- CC(C)c1nnc(SCC(=O)N2CCc3ccccc32)n1N
 : 0.5, 0, -2, 1362, -13, -0.42, 0, -2, -1.0, 3, 3
- COc1ccc(N2CCN(C(=O)CCc3ccc(S(=O)(=O)NCC(C)C)cc3)CC2)cc1
 : 0.2, 7, 6, 1462, x, -2.5, 7, -2, 0.4, 2, -23
- O=C(N/C(=C/c1cccc([N+](=O)[O-])c1)C(=O)N1CCCCCC1)c1cccs1
 : 6.0, 2, -4, 1454, -5, 0.76, 61*, 3, -0.4, -2, 6
- COc1ccccc1Nc1ncnc2c1cnn2-c1cccc(C)c1
 : 2.8, -1, 1, 1438, x, 0.83, 1, -1, 0.4, 5, 6
- CC(C)OCCCNC(=O)Nc1cccc2ccccc12
 : 0.1, 14*, -1, 1542, -20, 0.044, -5, 2, 0.0, -4, -12
- Cc1cc(C(=O)NP(=O)(N2CCOCC2)N2CCOCC2)c(C)n1-c1ccc(Br)cc1
 : -1.1, -13, 5, 1629, -5, x, -4, 7, 0.0, -1, 2
- COc1cc2c(cc1OC)CN(C(=S)Nc1ccccc1Cl)CC2
 : 0.8, -3, 3, 1574, 16, 0.01, 11, 4, -0.4, 1, -5
- COC(=O)C1=C(C)N(C)C(=O)NC1c1cc(Cl)cc(Cl)c1OC (centres undefined)
 : 0.7, -4, -7, 1512, 12, x, -2, 4, -0.1, -1, -3
- C=CCn1c(SCC(=O)NCc2ccco2)nc2sc3c(c2c1=O)CCCCC3
 : x, x, 3, 1501, -7, x, -5, 11, 1.2, 4, x
- CC(NC(=O)c1cccs1)C(c1cccs1)N1CCN(Cc2ccccc2)CC1 (centres undefined)
 : -1.1, -5, 4, 1601, 7, x, 12, 13, 0.7, 4, 10
- c1coc(-c2cc(C3CCNCC3)[nH]n2)c1
 : 1.5, -4, -4, 1476, -6, -0.7, -5, -2, 10, -2, 2

The list continues.
Below each compound: RAM network inh, Efa HMGR inh, PPARg SRC2 recr, TR-FRET SRC-2 ct, S1P3 antagonist, ROMK mod, Lmaj promast, PPARg SRC3 recr, Redox H2O2 prof, PPARg SRC1 recr, bIAP inhibitor
- COc1cc(CNCCCCO)ccc1OCc1ccccc1F
 : -0.6, 1, 5, 1534, -5, 0.062, 83*, 4, -0.3, 1, -4
- COC(=O)C1=C(CN2CCc3ccccc32)NC(=O)NC1c1cc(C)ccc1C (centres undefined)
 : 1.6, -2, 5, 1561, -31, x, 70*, 6, 2.1, 5, 4
- Cc1cccc(NC(=O)COc2cccc3c2CCN(C)C3=O)c1C
 : 1.2, 3, 0, 1465, -5, -0.016, -5, 2, -1.3, 6, -4
- c1ccc(-c2cnnc(SCc3cn4cccnc4n3)n2)cc1
 : 0.1, 2, 0, 1829, 20, 0.35, 1, 9, 1.8, 6, 3
- c1cncc(CSc2nnc(-c3cccnc3)n2Cc2ccco2)c1
 : 1.9, -5, 10, 1633, -27, 0.78, 2, -2, 1.6, 3, 8
- CCc1ccc(Nc2ncc3c(n2)CC(C)CC3=O)cc1 (centres undefined)
 : 3.8, -11, 1, 1549, -12, 0.97, -7, 5, 4.7, 5, 5
